hiPSC survival – enhancers of human iPSC single-cell survival; hiPSC single-cell survival, ATPlite luminescence; 100% = ROCK inhibitor wells, 0% = DMSO; survival enhancement, % at 20 µM; 360,000 tested, 0.044% active; AID 602274; in the data active = survival enhancement above about 18%;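 also: cells exposed to compounds for 16 hours before the ATP read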
Vif inh – inhibitors of HIV Vif. HEK293T cells, Vif self-association by quenched fluorescence, imaging, 24 h. inhibition, % at 7.49 µM. 340,000 tested, 0.35% active. AID 602346; in the data active = inhibition above about 50%, passing the limit was not always enough; inconclusive = no clear call, values can overlap the other calls; inactive = below about 31%; also: some results filed as inactive read as strong as hits
HIF-2a block – blocks HIF-2a reporter activity. 786-0 RCC cells HIF-2a reporter, luciferase luminescence, overnight. inhibition, % at 18.8 µM. 360,000 tested, 0.72% active. AID 624352;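 active = inhibition of the luminescence signal of 40% or more relative to plate controls, in a single-dose primary screen at 18.75 µM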
Granule exo inh – lytic granule exocytosis inhibition; TALL-104 LAMP-1 surface exposure, flow cytometry; cells stimulated with thapsigargin and PMA; inhibition, % at 10 µM; 360,000 tested, 0.66% active;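 active = inhibition above about 55%, limit read from the data; inconclusive = no clear call, values can overlap the other calls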
MITF TRPM1 inh – inhibitors of MITF-driven TRPM1 promoter in melanoma cells; SK-MEL-5 TRPM1 promoter luciferase, 24 h; inhibition, % at 12.5 µM; 330,000 tested, 0.83% active;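 active = mean inhibition across replicates of 60% or more, whatever share of single replicates reaches that level; inconclusive = some that reach 60%, reason not given; inactive = mean inhibition across replicates below 60%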; also: values of inactives mirror those of a sister screen read the other way
aDG glyco up – increases alpha dystroglycan glycosylation; AID 624168; Pro5-aDG cells, alpha-DG glycosylation AlphaScreen (IIH6); 0% Pro5, 100% B10-LARGE cell signal; activation, % at 10 µM; 360,000 tested, 0.22% active;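 active = activation of at least 8% versus controls, or a plate z-score of at least 8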;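 also: Pro5 are CHO cells carrying HIG-tagged alpha-DG that lacks glycosylation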
NR2E3 ag-1 – agonists of human NR2E3 nuclear receptor. CHO-S Gal4-NCOR/VP16-NR2E3 two-hybrid, luciferase. inhibition of corepressor binding, % at 3.98 µM. 360,000 tested, 0.35% active. AID 602229;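 active = inhibition above the mean of all tested compounds plus 3 SD, cut at about 70% in these data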;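 also: 0% = DMSO with NR2E3 transfected cells and 100% = cells lacking NR2E3 construct; higher means lower luciferase signal from less NR2E3 corepressor binding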
Target sequence (Q9Y5X4 whole entry, looked up, the tested form may be a part): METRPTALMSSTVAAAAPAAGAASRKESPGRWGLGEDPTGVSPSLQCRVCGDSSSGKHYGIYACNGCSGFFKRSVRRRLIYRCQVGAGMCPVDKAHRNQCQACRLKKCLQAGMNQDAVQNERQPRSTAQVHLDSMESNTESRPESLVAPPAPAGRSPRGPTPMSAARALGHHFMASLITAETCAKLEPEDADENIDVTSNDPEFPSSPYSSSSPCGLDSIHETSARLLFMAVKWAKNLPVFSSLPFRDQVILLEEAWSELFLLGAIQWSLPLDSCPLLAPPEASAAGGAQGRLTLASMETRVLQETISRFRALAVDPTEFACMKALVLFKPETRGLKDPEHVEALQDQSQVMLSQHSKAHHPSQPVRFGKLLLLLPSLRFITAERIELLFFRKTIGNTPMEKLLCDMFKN
PDI inh – inhibitors of human protein disulfide isomerase | P07237 | PDI insulin aggregation turbidity, A650, 90 min | inhibition, % at 10 µM | 350,000 tested, 0.052% active;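 active = mean inhibition across replicates of 30% or more, whatever share of single replicates reach that level; inconclusive = mean inhibition below 30% while every single replicate reaches 30%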;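 also: absorbance from insulin aggregation driven by PDI reduction with DTT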
Target sequence (P07237 whole entry, looked up): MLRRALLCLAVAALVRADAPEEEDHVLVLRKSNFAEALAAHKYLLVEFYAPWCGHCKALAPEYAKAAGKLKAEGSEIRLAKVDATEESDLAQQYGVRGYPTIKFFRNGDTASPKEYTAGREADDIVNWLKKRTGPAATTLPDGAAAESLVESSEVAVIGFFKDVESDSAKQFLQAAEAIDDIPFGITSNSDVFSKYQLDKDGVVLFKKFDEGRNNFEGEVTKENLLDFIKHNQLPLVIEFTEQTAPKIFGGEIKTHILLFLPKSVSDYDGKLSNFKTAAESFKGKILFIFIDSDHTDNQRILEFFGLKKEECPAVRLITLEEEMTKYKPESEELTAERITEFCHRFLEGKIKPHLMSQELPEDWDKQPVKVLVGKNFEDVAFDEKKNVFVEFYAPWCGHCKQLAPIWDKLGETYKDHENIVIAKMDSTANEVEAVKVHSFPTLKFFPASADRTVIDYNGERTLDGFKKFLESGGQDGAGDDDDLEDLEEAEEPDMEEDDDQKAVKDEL
CaV13 FRET inh – Disruptors of the CACNA1D IQ motif to Ca2+-dependent inactivation inhibitor domain association, primary screening, Förster resonance energy transfer in intact living …; HEK cells, CFP/YFP FRET ICDI-IQ, plate reader, 10 min; percent FRET-ratio fall versus neutral wells; inhibition, % at 12.3 µM; 340,000 tested, 0.098% active; AID 743397;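 active = mean replicate inhibition of at least 30% and at least 1% of replicates passing that level; inconclusive = only one of the two criteria is met; inactive = neither criterion is met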;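 also: 0% = median of the neutral control wells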
NR2E3 ag-2 – activates human photoreceptor nuclear receptor NR2E3. Q9Y5X4. GST-NR2E3/biotin-RetCOR TR-FRET, 1536-well. inhibition of corepressor binding, % at 4.78 µM. 320,000 tested, 0.12% active. AID 2300;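 active = percent inhibition above the cutoff of mean plus 3 SD of all tested compounds, set per screening campaign, cut at about 20% in these data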;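 also: 0% = DMSO wells and 100% = biotin wells as full block of FRET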
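Material: NR2E3–RetCOR corepressor complex | Quantity: 1.35 nM GST-tagged NR2E3 final | Schedule: 5 h at 4 °C | Replication: Singlicate compound wells | Reagent: RetCOR corepressor, biotinylated, 7 nM | Controls: Biotin wells as high control, 0.6% DMSO wells as low control | Signal: TR-FRET, Eu(K)-anti-GST donor, streptavidin-D2 acceptor, ex 340, em 617/671 nm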
Peg3 promoter – inhibitors of Peg3 promoter | AID 588405 | inhibition, % at 20 µM | 360,000 tested, 1.7% active | HeLa PEG-Prom luciferase reporter, luminescence, overnight;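 active = inhibition of at least 50% at 20 µM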
Starred values were filed as active, the others as inactive; ? = inconclusive; nt = not tested or not shown; & = joins results of further samples.

Results follow in this order: hiPSC survival	Vif inh	HIF-2a block	Granule exo inh	MITF TRPM1 inh	aDG glyco up	NR2E3 ag-1	PDI inh	CaV13 FRET inh	NR2E3 ag-2	Peg3 promoter
> CSCC[C@H](N)C(=O)N1CCC(C(=O)N[C@H](C)C(=O)NC(C)c2ccccc2)CC1 (stereo partly specified)
  -1.7	-6	14	-1	-2	0.0	-11	nt	nt	0	-5
> Cc1csc2ncc(C(=O)Nc3ccon3)c(=O)n12
  -0.4	6	-40	-1	15	-0.1	15	-3	-9	3	-48
> COCCN(C(=O)COC(=O)Cc1c[nH]c2ccccc12)c1c(N)n(Cc2ccccc2)c(=O)[nH]c1=O
  -0.3	1	15	5	3	-0.1	-21	8	-5	-1	13
> O=Cc1cn(-c2ccccc2)nc1-c1cc2cc(O)ccc2oc1=O
  2.2	2	-15	1	4	-0.1	5	0	-6	4	-6
> COC(=O)C1=C(C(=O)OC)[C@@H]2N(Cc3ccccc3)c3ccccc3[C@@]23C[C@@H](C(=O)OC)N(C(=O)NC(C)(C)C)C3=N1
  -0.8	nt	10	-7	-5	0.0	-13	0	-4	3	15
> O=C(CS(=O)(=O)Cc1ccccc1)NCCc1ccc(F)cc1
  0.0	10	8	11	-9	1.1	9	1	nt	-5	11
> Cc1cnn(-c2nc(-c3ccccc3)cc(-c3ccccc3)n2)c1
  -1.1	4	-22	0	-13	1.5	0	-8	10	nt	13
> Cc1nc(Cl)sc1C(=O)Nc1ccc(C(C)(C)C)cc1
  -0.7	-2	-48	-1	-64	0.4	-5	2	-3	2	-42
> CCOC(=O)Nc1ccc2c(CN3C(=O)NC4(CCCC4)C3=O)cc(=O)oc2c1
  7.4	nt	-3	-3	10	0.0	-19	-2	nt	nt	-1
> COc1ccccc1Nc1nc(N2CCOCC2)nc(N2CCOCC2)n1
  -0.6&-3.3	?	30&25	0&-6	-34&-5	-0.1&0.0	32&17	-27&-1	-3&-4	0&-1	15&-20
> CCN(CC)S(=O)(=O)c1cccc(C(=O)NCCCn2ccnc2)c1
  -0.8	-1	12	-1	-6	0.1	-10	-12	-14	-1	10
> Cc1ccc(SCC(=O)OCC(=O)NCCCc2ccccc2)cc1
  0.0	10	8	3	-1	-0.3	-31	-15	-6	0	8
> Cc1cc(C)c(NC(=O)NC(=O)c2cccc(F)c2)c(C)n1
  0.5	7	-84	7	-22	0.1	-35	-10	-5	-3	-41
> Cc1cc(C)c2oc(C(=O)NCc3ccccc3)cc(=O)c2c1
  0.0	-19	-2	0	1	0.3	-2	1	-15	-3	-13
> COc1ccc(NC(=O)CSc2nnc(-c3cccnc3)n2Cc2ccco2)c(OC)c1
  2.9	nt	10	1	-1	0.0	-20	-1	nt	nt	-2
> COC1=CC(=O)OC12CCCCC2
  0.1	3	13	0	13	-0.2	-6	-1	-4	0	-6
> O=C(CSc1nnc(-c2ccco2)n1CC1CCCO1)c1ccc(F)cc1 (stereo unspecified)
  3.0	-2	14	0	-4	0.3	-10	-12	0	-2	-5
> Cc1cc(C)cc(NC(=O)CS(=O)(=O)c2cccc3nsnc23)c1
  -0.5	0	4	-6	5	0.0	-3	-4	-7	2	12
> C=C(C)CN1C(=O)c2ccccc2C1=O
  -1.7	-2	-7	1	-2	-0.1	6	-2	-6	0	12
> O=C(/C=C/c1cc2c(cc1Br)OCO2)NCc1ccc(Cl)cc1
  1.4	2	12	-2	-22	1.4	-9	-6	0	0	-1
> CN(Cc1ccccc1F)c1ccc(S(=O)(=O)N2CCCC2)cn1
  1.3	1	-2	-3	-6	-0.1	16	9	-7	-5	9
> COc1ccc(C(C(=O)NC2CCCC2)N(C(=O)c2ccco2)c2ccc3c(c2)OCO3)cc1OC (stereo unspecified)
  -1.3	1	6	3	10	0.5	-13	-2	-4	0	9
> COCCCNC(=S)N1CCN(C(=O)C(=O)Nc2ccc(C(=O)OC)cc2)CC1
  -1.8	10	9	-1	-6	-0.1	-4	-10	-15	1	20
> CCOC(=O)N1CCC(Nc2ccc3nnc(-c4ccccc4)n3n2)CC1
  1.0	-2	10	-4	20	0.1	-2	-5	-6	2	-14
> O=C(O)COc1ccccc1/C=N/NC(=O)c1cc(-c2ccc(F)cc2)nc2ccccc12
  -0.4	-2	10	0	13	3.3	23	-3	-6	1	0
> O=C(Nc1cccc(/C=C/c2ccccn2)c1)c1ccc(-n2cncn2)cc1
  -0.7	34	-30	2	-11	-0.2	-16	9	nt	nt	-11
> Cn1c(=O)n(C)c2cc(/C=C(/C#N)C(=O)NCc3ccco3)ccc21
  3.4	1	1	11	-14	0.2	11	-2	-2	2	-6
> Cc1cccc(CN2CCc3c([nH]c4ccccc34)C2CC(C)C)n1 (stereo unspecified)
  -0.2	-10	20	63*	9	0.0	10	-10	-6	-2	13
> Cc1cc(C(=O)N2CCC(C(=O)O)CC2)c(C)o1
  -0.3	0	23	-8	nt	-0.1	6	4	-4	-1	1
> COC(=O)NNC(=S)Nc1cc(OC)ccc1OC
  4.0	2	-7	-1	-10	-0.1	17	2	-8	6	-4
> O=C(COC(=O)/C=C/c1ccc(OC(F)F)cc1)NC1CCCCCC1
  0.0	22	8	1	-6	0.0	-7	7	-5	nt	-7
> COc1ccc(C(=O)Nc2cc(OC)c(NC(=O)Nc3ccccc3)cc2OC)cc1
  -1.8	73*	13	-8	nt	-0.5	-18	7	-4	nt	16
> CN1CCN(c2c(/C=N/O)c3ccccc3n2C)CC1
  -0.7	13	-8	2	-5	0.1	3	11	-4	-2	-16
> CN(CC(=O)Nn1cnnc1)S(=O)(=O)c1ccccc1
  -2.3	6	-3	-2	-9	-0.1	-18	14	-4	1	20
> COc1ccc(C(=O)NCc2nnc(SCC(=O)c3ccc(F)cc3)n2C)cc1OC
  -0.5	2	5	-1	7	0.1	-2	11	-5	-1	1
> COc1cc(C(=O)OCC(=O)NCc2ccc(F)cc2)cc(NC(=O)c2cccs2)c1OC
  -1.7	9	14	2	-4	0.1	-4	-5	-7	-2	2
> O=C(Cn1cccc1C(=O)c1ccccc1)NCCCN1CCOCC1
  1.6	6	9	0	-2	-0.2	-27	-2	nt	7	18
> Cc1c(NC(=O)C(C)OC(=O)c2ccc(NC(=O)CC#N)cc2)c(=O)n(-c2ccccc2)n1C (stereo unspecified)
  -0.2	-1	3	0	6	-0.1	-34	0	-7	2	14
> CCOC(=O)c1cn(-c2ccccc2)nc1-c1ccncc1
  1.2	4	1	-2	-22	-0.1	22	0	-9	1	-2
> O=C(NC(=S)Nc1ccc(N2CCOCC2)cc1)c1cccc([N+](=O)[O-])c1
  2.6	-2	-13	2	0	-0.3	-2	5	-5	-3	-18
> COc1ccc(OC)c(CNC(=O)Cc2c(C(=O)O)[nH]c3ccc(Cl)cc23)c1
  -0.5	2	10	-6	11	-0.1	-15	0	7	-1	-5
> CN1CCC(=C2c3ccccc3C=Cc3ccccc32)CC1
  -0.7	-2	-4	-1	-13	0.5	-2	4	-4	-2	-19
> O=C(CN1CCN(c2ccc(F)cc2)CC1)Nc1ccccc1C(=O)NCCc1ccccc1
  -3.1	2	-52	4	3	-0.1	-3	5	-6	-1	-30
> FC(F)(F)c1cc(Cl)c2nc(-c3ccccc3)c(Cc3ccccc3)n2c1
  1.3	nt	-32	-2	nt	0.1	-2	nt	-10	nt	-1
> O=C(NNc1nc2cc3c(cc2s1)OCO3)c1ccc(F)cc1
  -3.3	3	-110	-3	nt	0.0	-35	5	-6	-2	-83
> Cc1cc(NS(=O)(=O)c2ccc(NC(=O)/C=C/c3ccc(C)o3)cc2)nc(C)n1
  -1.4	1	3	14	7	0.2	-24	4	-3	1	10
> Cc1ccccc1C(=O)c1cccn1CC(=O)N1CCCCCC1
  -3.7	9	5	2	-2	-0.1	-3	13	nt	-1	22
> CCc1cccc(C)c1NC(=O)CSc1nnc(CCCOc2ccc(Cl)cc2Cl)n1C
  -3.3	10	3	-2	11	1.7	0	0	-5	2	10
> CCN(Cc1ccccc1)S(=O)(=O)c1ccc(C(=O)N(CCCN(C)C)c2nc3ccc(F)cc3s2)cc1
  -0.7	5	-1	42	91*	0.2	-1	5	-2	1	2
> CN1CCN(C(=O)C2=C[C@@H](c3ccc(C(F)(F)F)cc3)C[C@@H](OCCCCO)O2)CC1
  6.9	5	-35	4	4	0.0	13	9	-9	1	-33

Additional compounds:
Results follow in this order: hiPSC survival	Vif inh	HIF-2a block	Granule exo inh	MITF TRPM1 inh	aDG glyco up	NR2E3 ag-1	PDI inh	CaV13 FRET inh	NR2E3 ag-2	Peg3 promoter
> Cc1cccc(NC(=O)Cc2noc3ccccc23)c1C
  -0.4	-5	-89	0	-12	-0.2	-33	-14	-4	3	-84
> S=C(NNC(=S)Nc1ccc(Cl)cc1)NNc1ccccc1
  -1.9	0	-23	6	nt	-0.2	-9	2	-10	nt	-57
> O=C(O)CC/C(=N\NC(=O)c1ccncc1)c1ccccc1
  0.5	-2	14	-9	3	0.0	-20	-11	-6	-2	3
> CCOC(=O)c1ccc(Oc2ccc(C(F)(F)F)cn2)cc1
  2.8	31	-20	2	-60	0.0	-13	11	-3	3	-32
> COc1cccc(NC(=O)N2CCCC2C(=O)NC2CC2)c1 (stereo unspecified)
  -4.2	-1	4	-5	2	-0.1	-11	0	-5	2	8
> COCCNC(=O)C1(C)CCCN(C(=O)c2ccccc2)C1 (stereo unspecified)
  -0.7	-2	15	-8	nt	0.0	-7	8	-5	nt	9
> O=C(Cn1nc(Cc2cccnc2)c2ccccc2c1=O)Nc1cccnc1Cl
  -2.0	-6	15	1	0	-0.1	15	-9	-6	3	1
> CCCc1nc(SCC(=O)NCC2CCCO2)c2c(=O)n(C)c(=O)n(C)c2n1 (stereo unspecified)
  -0.4	-11	4	-3	6	-0.2	-5	-1	-3	0	17
> CCS(=O)(=O)c1nc(S(=O)(=O)c2ccc(Cl)cc2)c(NCc2ccccn2)s1
  -0.5	-6	8	14	-4	-0.4	-6	15	1	1	8
> CCN(CC)C(=O)CSc1nc(O)c(Cc2ccc(OC)cc2)c(=O)[nH]1
  -0.7	13	7	-4	2	0.1	-9	7	-4	7	8
> CCCC(C)c1nc(C(N)=O)c2[nH]c(=O)n(-c3ccc(OC)c(OC)c3)c2n1 (stereo unspecified)
  -0.4	-4	15	-2	-6	0.0	-18	-4	-4	1	11
> O=c1cc(O)c2sc(Nc3ccc(F)cc3)nc2[nH]1
  0.8	1	-5	-7	-8	-0.2	-14	3	-3	-2	3
> CC(=O)Nc1ccc(NC(=O)CSc2nnnn2-c2ccc(F)cc2)cc1
  0.0	-9	2	-1	1	0.0	15	4	-5	1	14
> CNC(=O)Nc1nnc(C(C)(C)C)s1
  -0.1	nt	-2	5	9	0.2	-15	-6	-4	3	1
> CCOC(=O)c1ccc(S(=O)(=O)NCCNCc2ccccc2)cc1
  2.9	3	7	18	1	-0.1	18	10	-15	nt	14
